High-throughput results (PubChem)
CCHF vOTU inh: blocks the CCHF virus ovarian tumor domain protease. 370,000 tested, 0.55% active. inhibition, % at 11.5 µM. CCHFV vOTU protease, Pep-AMC fluorescence; in the data active means inhibition above about 30%; further: 0% = vehicle wells with enzyme and 100% = no enzyme wells
BoNT A protease: blocks Botulinum neurotoxin A light chain protease. multiplex microsphere protease substrate cleavage, flow cytometry. inhibition, % at 10 µM. 360,000 tested, 0.17% active. AID 588499; further: plate controls were buffer without enzyme for full effect and enzyme alone for no effect
PrPC TRFRET: reduces human prion protein on the cell surface; inhibition, % at 13.8 µM; AID 720596; P04156; cell surface PrPC, TR-FRET read-out; 370,000 tested, 0.43% active; in the data active means inhibition above about 24%; further: 0% = median of the test wells and 100% = reference compound wells
Anthrax LF prot: inhibitors of Bacillus anthracis lethal factor protease; P15917; multiplex microsphere protease cleavage assay, LF; inhibition, % at 10 µM; 360,000 tested, 0.12% active; further: plate controls were buffer without enzyme for full effect and enzyme alone for no effect
Target sequence (P15917 whole entry, looked up): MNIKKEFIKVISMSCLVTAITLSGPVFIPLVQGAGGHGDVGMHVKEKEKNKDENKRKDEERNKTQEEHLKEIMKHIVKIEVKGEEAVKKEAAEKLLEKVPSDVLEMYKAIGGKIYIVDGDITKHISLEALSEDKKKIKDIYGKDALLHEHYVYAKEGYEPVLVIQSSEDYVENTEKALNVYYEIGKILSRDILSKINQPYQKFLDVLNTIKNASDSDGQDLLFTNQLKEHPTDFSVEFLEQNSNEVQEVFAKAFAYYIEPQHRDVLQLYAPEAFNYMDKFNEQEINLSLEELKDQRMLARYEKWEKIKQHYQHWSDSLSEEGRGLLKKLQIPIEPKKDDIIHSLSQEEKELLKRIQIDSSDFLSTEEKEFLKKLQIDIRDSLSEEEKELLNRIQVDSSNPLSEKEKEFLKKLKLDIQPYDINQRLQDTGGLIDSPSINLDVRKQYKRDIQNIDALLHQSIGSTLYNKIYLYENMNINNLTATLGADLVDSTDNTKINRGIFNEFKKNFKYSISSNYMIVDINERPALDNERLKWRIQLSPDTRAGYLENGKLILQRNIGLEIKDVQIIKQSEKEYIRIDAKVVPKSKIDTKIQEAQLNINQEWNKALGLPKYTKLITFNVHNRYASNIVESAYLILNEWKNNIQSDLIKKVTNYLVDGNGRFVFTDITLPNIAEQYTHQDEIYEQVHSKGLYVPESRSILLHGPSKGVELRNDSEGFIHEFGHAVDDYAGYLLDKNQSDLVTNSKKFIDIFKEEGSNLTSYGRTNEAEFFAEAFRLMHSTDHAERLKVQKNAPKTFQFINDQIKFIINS
PriA SSB inh: blocks PriA binding to SSB C-terminal tail | 430,000 tested, 0.6% active | AlphaScreen SSBct-PriA binding, biotinylated peptide | inhibition, % at 33 µM; in the data active means inhibition mostly above about 37%, no sharp cut-off; inactive means mostly below about 20%;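 further: plate controls were negative control peptide for no effect and reference peptide for full effect; strong numbers were not always called active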
BoNT-F LC inh: blocks Botulinum neurotoxin F light chain protease | Multiplex microsphere protease cleavage assay, flow cytometry | inhibition, % at 10 µM | 360,000 tested, 0.22% active | AID 588497; in the data active means inhibition above about 35%, passing the limit was not always enough; inconclusive means no clear call, values can overlap the other calls; further: plate controls were buffer without enzyme for full effect and enzyme alone for no effect
Rv3671c protease: inhibitors of M. tuberculosis serine protease Rv3671c | P9WHR9 | inhibition, % at 5.96 µM | 320,000 tested, 0.048% active; in the data active means inhibition above about 38%;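 further: extracellular domain of Rv3671c used as enzyme; 0% = enzyme with DMSO and 100% = no enzyme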
VHR inh abs: inhibitors of human VHR1 phosphatase (DUSP3); P51452; recombinant VHR phosphatase, pNPP absorbance; inhibition, % at 13.3 µM; 290,000 tested, 0.52% active; in the data active means inhibition above about 50%; further: some compounds called inactive have numbers as strong as hits
3CLpro inhibitor: SARS-CoV 3CLpro protease inhibition | AID 1706 | P0C6X7 | 290,000 tested, 0.14% active | inhibition, % at 6 µM | recombinant SARS-CoV 3CLpro, quenched FRET peptide cleavage; in the data active means inhibition above about 12%
MazEF act: increases E. coli MazEF RNase cleavage of RNA | FAM/BHQ RNA-DNA oligo cleavage fluorescence, 5 h | 350,000 tested, 0.32% active | AID 504720 | activation, % at 20 µM | P0AE70; in the data active means activation above about 50%
Target sequence (P0AE70 whole entry, looked up): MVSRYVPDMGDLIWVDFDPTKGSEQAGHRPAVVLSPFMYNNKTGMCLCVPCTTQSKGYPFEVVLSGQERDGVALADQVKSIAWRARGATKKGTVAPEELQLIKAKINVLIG
* marks the source's active call; other numbers are inactive results; i = inactive; u = inconclusive; x = not tested or not shown; & = joins results of further samples. Unless noted, no stated cut-off is given here; in the data, active means inhibition above about 30%; inconclusive means no clear call, values can overlap the other calls; inactive means below that. A portion of the library, so the mix of outcomes need not match the whole.

nr	canonical_smiles	CCHF vOTU inh	BoNT A protease	PrPC TRFRET	Anthrax LF prot	PriA SSB inh
1	N#CC1(NC(=O)CSc2nnc(C3CC3)n2N)CCCCC1	-8	0.4	-4	-1	x
2	COC(=O)c1cc(NC(=O)c2ccoc2C)cc(C(=O)OC)c1	6	-1.7	4	-2	-7
3	Cc1ccc(CNC(=O)CCS(=O)(=O)c2ccc3c(c2)NC(=O)CS3)cc1	7	-0.6	-1	0	-12
4	CC(C)(C)c1ccc(OCC(=O)N(c2ccccn2)C2CCCCC2)cc1	3	0.2	-1	-1	-9
5	CC(C)CC(=O)Nc1ccnn1C1CCN(C(=O)c2ccccc2F)CC1	3	-1.8	1	-4	-5
6	Nc1nc2ccc([N+](=O)[O-])c(N)c2s1	6	-1.2	-26	-2	55*
7	CCOc1cc(C(=S)N2CCN(C)CC2)ccc1OCC(=O)N1CCOCC1	-10	-1.7	-1	-2	-15
8	CN1CCCN(Cc2nc(-c3cccc(C(F)(F)F)c3)no2)CC1	9	0.3	-8	-2	1
9	COc1ccc(NC(=O)N(C)C[C@H]2Oc3c(NS(=O)(=O)c4ccc(F)cc4)cccc3C(=O)N([C@H](C)CO)C[C@@H]2C)cc1	-5	-0.2	-3	4	-3
10	COc1ccccc1CNC(=O)c1cc(C(=O)CC(C)C)c[nH]1	1	0.0	14	1	0

nr	BoNT-F LC inh	Rv3671c protease	VHR inh abs	3CLpro inhibitor	MazEF act
1	3	x	x	x	0
2	-18	-7	-4	0	2
3	6	-3	6	-3	-2
4	1	5	-2	1	1
5	-5	6	-7	6	0
6	8	4	27	7	1
7	-10	-1	-14	-2	5
8	5	1	-1	-2	7
9	-9	0	x	x	11
10	-19	-7	x	0	12

Grouped by structure: the entries above containing four or more nitrogen atoms (five)
nr	canonical_smiles	CCHF vOTU inh	BoNT A protease	PrPC TRFRET	Anthrax LF prot	PriA SSB inh
1	N#CC1(NC(=O)CSc2nnc(C3CC3)n2N)CCCCC1	-8	0.4	-4	-1	x
5	CC(C)CC(=O)Nc1ccnn1C1CCN(C(=O)c2ccccc2F)CC1	3	-1.8	1	-4	-5
6	Nc1nc2ccc([N+](=O)[O-])c(N)c2s1	6	-1.2	-26	-2	55*
8	CN1CCCN(Cc2nc(-c3cccc(C(F)(F)F)c3)no2)CC1	9	0.3	-8	-2	1
9	COc1ccc(NC(=O)N(C)C[C@H]2Oc3c(NS(=O)(=O)c4ccc(F)cc4)cccc3C(=O)N([C@H](C)CO)C[C@@H]2C)cc1	-5	-0.2	-3	4	-3

nr	BoNT-F LC inh	Rv3671c protease	VHR inh abs	3CLpro inhibitor	MazEF act
1	3	x	x	x	0
5	-5	6	-7	6	0
6	8	4	27	7	1
8	5	1	-1	-2	7
9	-9	0	x	x	11

Other structures follow:
nr	canonical_smiles	CCHF vOTU inh	BoNT A protease	PrPC TRFRET	Anthrax LF prot	PriA SSB inh
11	Cc1ccc(C2C(C#N)=C(N)Oc3n[nH]c(C)c32)cc1 (centres undefined)	-6	-0.4	-8	0	-5
12	C/C(=N\NC(=O)c1cccc(S(=O)(=O)N2CCOCC2)c1)c1ccc(OC(F)F)cc1	-5	-4.7	-3	0	x
13	Cc1ccccc1N1CCN(Cc2ccc3c(c2)OCO3)CC1	9	u	-7	-8	-8
14	CCn1c(SCC(=O)c2ccc3c(c2)Cc2ccccc2-3)nnc1-c1ccc(N)cc1	7	-1.7	8	-10	-1
15	Nc1nonc1C(=Nc1ccccc1)NO	1	-0.4	5	-1	1
16	O=C(CNC(=O)c1ccncc1)N/N=C/c1ccc(Br)cc1	-2	u	-6	-1	i
17	COc1ccc([C@H]2CC(=O)C=C(c3cccc(OC)c3OC)C2)cc1OC	12	-0.3	1	-7	8
18	O=C(Cn1nc(C(=O)O)c2ccccc2c1=O)Nc1cccc(S(=O)(=O)N2CCCCCC2)c1	-13	-0.1	10	1	2
19	CC(C)[C@H](NC(=O)N1CCn2c1nc1ccccc12)C(=O)N[C@H](Cc1ccccc1)C(=O)O	18	0.2	-7	-5	-16
20	CC(C)c1ccc(N(C(=O)C(F)(F)F)C(C(=O)NC2CCCCC2)c2ccncc2)cc1 (centres undefined)	-11	-0.1	-2	-2	-4

nr	BoNT-F LC inh	Rv3671c protease	VHR inh abs	3CLpro inhibitor	MazEF act
11	-8	-5	17	2	4
12	-13	9	x	x	2
13	u	6	1	-4	-7
14	0	-17	34	-4	4
15	-3	2	14	1	-8
16	u	-1	13	-1	-3
17	0	3	x	x	0
18	-4	-37	x	x	-25
19	-7	-6	16	7	-6
20	0	1	26	-3	-3

Continuation:
nr	canonical_smiles	CCHF vOTU inh	BoNT A protease	PrPC TRFRET	Anthrax LF prot	PriA SSB inh
21	O=C(c1ccc2c(c1)OCO2)N1CCN(c2ccccc2F)CC1	-9	-0.4	1	-1	2
22	COC(=O)c1cccc(NC(=O)Cn2cnc3ccccc3c2=O)c1	20	1.1	7	-2	0
23	CC(=O)NC(=S)Nc1cc(C(F)(F)F)ccc1N1CCOCC1	-8	-0.8	1	-3	8
24	CC1=C(C(=O)N(C)C)CC(CC(=O)NC2CCCCC2)C(=O)N1CCCN1CCCC1=O (centres undefined)	5	-0.3	-3	-3	x
25	COc1cccc(/C=C/C(=O)c2ccc(NS(=O)(=O)c3ccc(C)cc3)cc2)c1	12	-0.6	-5	0	-7
26	COc1ccc(/C=N/NC(=O)c2nnn(-c3nonc3N)c2CN(C)c2ccccc2)cc1	-3	2.5	4	4	x
27	O=C(c1ccncc1)N1CCN(S(=O)(=O)c2ccc(F)cc2)CC1	7	-1.9	2	-2	-6
28	CN(c1ccc(C(=O)Nc2ccc3c(c2)OCO3)cc1)S(C)(=O)=O	18	-0.3	9	-5	-20
29	COc1ccc(CCN2CC(C(=O)NCCCn3nc(C)cc3C)CCC2=O)cc1 (centres undefined)	4	0.3	-3	2	-2
30	CCOC(=O)c1ccc(NC(=O)c2c(NCc3ccccc3)[nH]c(=O)[nH]c2=O)cc1	4	x	2	x	-1

nr	BoNT-F LC inh	Rv3671c protease	VHR inh abs	3CLpro inhibitor	MazEF act
21	-3	-1	17	3	4
22	6	-9	10	-3	-2
23	-10	6	3	4	-4
24	0	x	x	x	8
25	-6	-160	-4	4	-6
26	11	-7	9	5	6
27	-5	10	7	0	-3
28	-6	0	13	2	2
29	-7	1	34	-1	-1
30	x	-9	x	x	6

(next part)
nr	canonical_smiles	CCHF vOTU inh	BoNT A protease	PrPC TRFRET	Anthrax LF prot	PriA SSB inh
31	C[C@@H](NC(=O)c1ncn2c1c(=O)[nH]c1ccc(Br)cc12)c1ccccc1	17	-1.2	-5	-3	x
32	CC(NC(=O)c1cccc(S(=O)(=O)N(C)c2ccccc2)c1)c1cccnc1 (centres undefined)	8	1.1	3	-1	-5
33	CCOC(=O)c1c(NC(=O)CCC(=O)O)sc2c1CCCCC2	-10	-0.8	1	0	-5
34	CCOC(=O)c1ccc(NC(=O)CCc2nc(-c3ccc(C)cc3)no2)cc1	2	-2.9	6	-6	-19
35	Cc1sc(NC(=O)/C=C/c2ccc3c(c2)OCO3)nc1-c1ccccc1	5	-0.7	19	-1	1
36	CCOc1ccc(C(=O)N2CCN(S(=O)(=O)c3cccs3)CC2)c(OCC)c1	10	-0.3	-8	2	1
37	Cc1nn(C)cc1CN(C)C(=O)c1nn2c(c1Cl)NC(c1cccs1)CC2C(F)(F)F (centres undefined)	-1	0.3	5	1	-3
38	COc1ccc([C@H]2/C=C\CN(C(=O)C3CC3)[C@@H](C)C(=O)N2Cc2ccc(F)cc2)cc1	2	0.0	1	3	10
39	CCN(CC)C(=O)CSCC(=O)Nc1ccccc1	5	-0.2	7	-3	-11
40	COc1ccc(NC(=O)CSc2nnc(C)n2C2CC2)cc1S(=O)(=O)N1CCOCC1	-1	-3.0	3	-8	-4

nr	BoNT-F LC inh	Rv3671c protease	VHR inh abs	3CLpro inhibitor	MazEF act
31	-7	x	x	x	14
32	2	7	x	x	3
33	-6	-4	5	4	-4
34	-14	-39	-23	-3	5
35	-7	-44	5	2	2
36	8	9	14	6	2
37	1	-10	18	1	-7
38	-7	-6	x	x	6
39	0	-7	19	-2	5
40	-6	-6	x	x	3

Additional records.
nr	canonical_smiles	CCHF vOTU inh	BoNT A protease	PrPC TRFRET	Anthrax LF prot	PriA SSB inh
41	CN(C(=O)CSc1n[nH]c(N)n1)C1CCCCC1	8	-0.1	8	5	-1
42	C(=N\Nc1ccccc1)/c1nc2ccccc2s1	0	0.0	2	-7	i
43	CCc1cc(-c2[nH]ncc2-c2ccc(OC)cc2)c(O)cc1O	-1	1.6	1	10	38
44	CS(=O)(=O)c1ccc2nc(NC(=O)c3ccc(=O)[nH]c3)sc2c1	8	-7.0	-3	-7	-2
45	N#Cc1c(N)nc2c(c1-c1ccccc1)CCCC2	-1	u	4	-9	6
46	CSc1nc(Oc2ccc(C)cc2)cc(C(F)(F)F)n1	0	-0.5	-2	-3	-16
47	CCOc1ccc2oc(-c3ccccc3)c(C(=O)N(C)C)c2c1	-14	-1.3	-10	0	-6
48	COc1ccccc1Cn1c(C)nc2ccccc21	-18	1.3	8	-12	8&-3
49	Cc1ccsc1/C=N/NC(=O)CNC(=O)c1ccco1	3	-0.6	-4	1	x
50	Cc1ccc(-c2nc3c4ccccc4ccn3c2Cc2ccccc2C(F)(F)F)cc1	5	0.5	3	-14	x

nr	BoNT-F LC inh	Rv3671c protease	VHR inh abs	3CLpro inhibitor	MazEF act
41	2	-12	x	x	3
42	-4	2	-9	6	-6
43	12	-1	x	4	-6
44	-16	0	-5	3	-2
45	3	8	7	6	-3
46	-6	0	3	7	5
47	-8	-5	-2	3	0
48	39*	-6	25	0	7
49	-4	8	-3	1	-2
50	-4	x	x	x	x

New compounds follow.
nr	canonical_smiles	CCHF vOTU inh	BoNT A protease	PrPC TRFRET	Anthrax LF prot	PriA SSB inh
51	Nc1ccc2oc(-c3cccc(Br)c3)nc2c1	x	-0.1	x	-2	-19
52	CCc1cc2cc(C(=O)Nc3ccc(C)cc3)sc2s1	-1	-0.6	-1	3	-12&-23
53	Cc1ccc(CCN2C(=O)c3ccccc3C2C(=O)NCc2cccnc2)cc1 (centres undefined)	11	1.2	-6	0	0
54	Cc1cc(S(=O)(=O)NC[C@H]2O[C@@H](n3cnc4c(N)ncnc43)[C@H](O)[C@@H]2O)c(C)s1	-10	-0.3	-2	-2	-3

nr	BoNT-F LC inh	Rv3671c protease	VHR inh abs	3CLpro inhibitor	MazEF act
51	-4	2	7	4	2
52	-5	-1	13	-2	0
53	-3	5	24	0	3
54	3	2	x	x	6

Nos. 49 to 51 from above:
nr	canonical_smiles	CCHF vOTU inh	BoNT A protease	PrPC TRFRET	Anthrax LF prot	PriA SSB inh
49	Cc1ccsc1/C=N/NC(=O)CNC(=O)c1ccco1	3	-0.6	-4	1	x
50	Cc1ccc(-c2nc3c4ccccc4ccn3c2Cc2ccccc2C(F)(F)F)cc1	5	0.5	3	-14	x
51	Nc1ccc2oc(-c3cccc(Br)c3)nc2c1	x	-0.1	x	-2	-19

nr	BoNT-F LC inh	Rv3671c protease	VHR inh abs	3CLpro inhibitor	MazEF act
49	-4	8	-3	1	-2
50	-4	x	x	x	x
51	-4	2	7	4	2
